Source: PubChem BioAssay
Kir21 block – inhibitors of mouse Kir2.1 inward-rectifier potassium channel; 0.85% of 310,000 active; P35561; B-score at 10 µM; HEK293-Kir2.1, FluxOR thallium flux fluorescence; stronger effect = lower value; AID 1672;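 active = fluorescence ratio B-score at or below minus 3 SD of library scores, with starting-brightness B-score within 2 SD, cut at about -4.2 in these data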;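 also: channel flux triggered by added potassium and thallium sulfate stimulus; B-score of peak minus minimum fluorescence over baseline after thallium stimulus; more negative B-score means stronger Kir2.1 block with less thallium influx; some compounds called inactive have numbers as strong as hits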
Target sequence (P35561 whole entry, looked up): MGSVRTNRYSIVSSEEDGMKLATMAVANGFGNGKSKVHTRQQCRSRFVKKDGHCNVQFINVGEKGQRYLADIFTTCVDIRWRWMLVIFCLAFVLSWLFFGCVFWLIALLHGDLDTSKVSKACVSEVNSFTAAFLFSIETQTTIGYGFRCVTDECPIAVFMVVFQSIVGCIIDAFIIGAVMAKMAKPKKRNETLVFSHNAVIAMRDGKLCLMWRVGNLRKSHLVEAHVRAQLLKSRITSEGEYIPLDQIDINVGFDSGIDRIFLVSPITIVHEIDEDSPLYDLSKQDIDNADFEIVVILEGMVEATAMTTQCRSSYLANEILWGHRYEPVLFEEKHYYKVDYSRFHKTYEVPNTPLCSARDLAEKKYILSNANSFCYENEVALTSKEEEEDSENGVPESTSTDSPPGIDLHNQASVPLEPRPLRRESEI
STK33 inh – blocks human STK33 kinase activity | Q9BYT3 | purified STK33, MBP phosphorylation, ADP-Glo luminescence | inhibition, % at 10 µM | 0.073% of 320,000 active;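 active = inhibition at or above 25%, using the most active replicate where run in duplicate; inactive = inhibition below 25%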
Target sequence (Q9BYT3 whole entry, looked up): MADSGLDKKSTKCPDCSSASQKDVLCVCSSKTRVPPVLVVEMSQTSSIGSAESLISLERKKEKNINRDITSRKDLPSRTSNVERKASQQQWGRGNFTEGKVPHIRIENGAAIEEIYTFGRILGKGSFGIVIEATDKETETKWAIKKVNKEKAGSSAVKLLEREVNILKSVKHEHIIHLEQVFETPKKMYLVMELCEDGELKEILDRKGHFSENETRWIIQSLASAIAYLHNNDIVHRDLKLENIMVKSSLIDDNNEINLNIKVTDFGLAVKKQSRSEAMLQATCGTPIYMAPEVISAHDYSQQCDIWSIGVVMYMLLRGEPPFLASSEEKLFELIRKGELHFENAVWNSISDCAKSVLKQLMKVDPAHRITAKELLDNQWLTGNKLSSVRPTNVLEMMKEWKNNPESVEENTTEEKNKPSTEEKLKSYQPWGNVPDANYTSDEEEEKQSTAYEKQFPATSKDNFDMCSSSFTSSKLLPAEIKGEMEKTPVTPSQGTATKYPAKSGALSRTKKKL
* marks the source's active call; other numbers are inactive results; nt = not tested or not shown.

Each structure is followed by: Kir21 block	STK33 inh
1	COc1cccc(CNc2ccc3[nH]c(=O)[nH]c3c2)c1OCc1ccccc1
  -3.4	-0.5
2	CCn1cc(C(=O)NCC(OC)OC)c(=O)c2cc(S(=O)(=O)N3CCC(C)CC3)ccc21
  0.29	0.8
3	O=C(NCc1cccs1)C1CCCN(c2ncccn2)C1 (stereo not given)
  0.25	-0.5
4	CN1CCN(S(=O)(=O)c2cccc3nsnc23)CC1
  -0.04	-0.3
5	COCCN(C(=O)COC(=O)CCC(=O)c1cccs1)c1c(N)n(Cc2ccccc2)c(=O)[nH]c1=O
  0.66	-0.6
6	Cc1cc(C)n2nc(SC3CCCCN(C(=O)c4ccc(F)cc4)C3=O)nc2n1 (stereo not given)
  -2	-1.9
7	CCOC(=O)c1c2c([nH]c(=S)c1C#N)CCCC2
  1.4	0.4
8	Cc1cccc(-n2c(=O)[nH]c3c(C(N)=O)nc(CC(C)C)nc32)c1
  -0.01	-1.6
9	O=c1[nH]cnc2scc(-c3ccc(Br)cc3)c12
  1.2	0.3
10	O=C(N=C1SC2CS(=O)(=O)CC2N1Cc1ccccc1)C1CCCO1 (stereo not given)
  0.55	1.6
11	CCNc1nc(OC)nc(Oc2ccc(C(=O)OC)cc2)n1
  0.06	-0.5
12	O=C(Nc1cccc(NC(=O)c2cccs2)c1)c1ccc(Br)o1
  -0.41	1.9
13	O=c1[nH]c(N2CCc3ccccc32)nc2c1CCCC2
  0.45	-3.2
14	COC(=O)c1cc(S(=O)(=O)N2CCCCC2)c[nH]1
  0.95	-0.5
15	COc1ccc(CCNC(=O)Cn2cnc3scc(-c4ccccc4)c3c2=O)cc1OC
  -0.81	4.3
16	CCC(C)(C)NC(=O)C(c1ccc(C)o1)N(Cc1ccc2c(c1)OCO2)C(=O)c1snc(C(N)=O)c1N (stereo not given)
  0.24	-0.3
17	O=C(CN(Cc1ccco1)C(=O)CNS(=O)(=O)c1ccc(F)cc1)NCc1ccc(F)cc1
  -0.14	0.5
18	COC(=O)c1cc(OC)c(OC)c(OC)c1NC(=O)c1ccc(S(=O)(=O)N(C)C)cc1
  1.6	-2.4
19	CCOC(=O)c1nn(-c2ccccc2)c(=O)cc1SC(C)C
  0.43	-0.3
20	COc1ccc(C(=O)NC2CCN(CC(=O)Nc3c(C)cccc3C)CC2)cc1OC
  -0.88	-0.8
21	CCCNC(=O)c1ccc(CNc2c(N3CCC(C(=O)OCC)CC3)c(=O)c2=O)cc1
  -1.5	0.6
22	Cc1ccc(C)c(-n2c(-c3ccc(Br)cc3)csc2=NC(=O)c2ccccc2F)c1
  -0.31	-0.3
23	O=C(c1cc(Br)c[nH]1)N1CCSCC1
  -0.87	0.6
24	O=C(C1CC1)N1CCc2cc(Br)cc(S(=O)(=O)N3CCN(c4ccccn4)CC3)c21
  -0.86	-0.3
25	O=C(c1ccccc1F)N(Cc1ccc(F)cc1)C1CCS(=O)(=O)C1 (stereo not given)
  -0.38	1.5
26	CS(=O)(=O)Nc1ccc(C2=NN(C(=O)c3cccc(F)c3)C(c3cccs3)C2)cc1 (stereo not given)
  -1.4	-0.5
27	CCN1CCN(C(=O)/C(=C/c2ccco2)NC(=O)c2ccccc2)CC1
  0.49	-1.9
28	C/C=C/Cn1c(SCCCc2ccccc2)nc2c1c(=O)[nH]c(=O)n2C
  -0.07	-1.2
29	COC(=O)C1=C(C)N=C2SC(C)C(=O)N2C1c1ccc(C(=O)OC)cc1 (stereo not given)
  -0.93	0.0
30	Cc1ccc(/C(N)=N/OC(=O)c2ccc3ccccc3c2)cc1
  0.74	0.5
31	CC(C)Oc1ccc(S(=O)(=O)N2CCCCC2)cc1NC(=O)CN1C(=O)NC2(CCCC2)C1=O
  2.1	0.3
32	CCOC(=O)N1CCN(CC(O)COc2c(C)cccc2C)CC1 (stereo not given)
  -1.5	0.1
33	CCCCc1nc2n[nH]c(N)c2c2c1CCC2
  nt	-2.5
34	O=C(O)CCN1C(=O)C2C3c4ccccc4C(c4ccccc43)C2C1=O (stereo not given)
  0.91	-1.8
35	O=C(Nc1ccc(C(=O)O)cc1)/C(=C/c1cccc(Br)c1)NC(=O)c1ccco1
  -0.14	-2.3
36	CC1(C)Cc2c(cnn2-c2cccc(F)c2)C(NC(=O)CSc2ccncc2)C1 (stereo not given)
  -1.4	-0.5
37	CCOC(=O)c1c(NC(=O)COC(=O)Cc2ccccc2[N+](=O)[O-])sc(C(=O)N(C)C)c1C
  -0.04	-1.3
38	Cc1onc(-c2ccccc2)c1C(=O)Nc1cc(C(F)(F)F)ccc1N1CCOCC1
  -0.96	-0.1
39	CN(C)CCN1C(=O)C(=O)/C(=C(/O)c2ccc(OCc3ccccc3)cc2)C1c1ccncc1 (stereo not given)
  -0.04	nt
40	CC(C)CN(C)C(=O)CC1C(=O)NCCN1C (stereo not given)
  0.37	0.4
41	CN(C)/N=C/c1ccc(N2CCOCC2)cc1
  0.58	0.7
42	CCOc1cc2[nH]c(=S)n(CCCN3CCCC3=O)c(=O)c2cc1OCC
  2.6	-1.4
43	CC(=O)NS(=O)(=O)c1ccc2sc(C)nc2c1
  0.13	-2.8
44	C[C@@H]1C(=O)O[C@H]2CC34[C@H]5C[C@@H](C(C)(C)C)[C@]36[C@@H](OC(=O)[C@@H]6O)O[C@@]4(C(=O)O5)[C@]21O (stereo not given in full)
  nt	-1.3
45	COCCN1C(=O)N[C@@H](c2cccc(C(F)(F)F)c2)[C@@H](C(=O)OC)[C@H]1C
  0.71	1.5
46	COC(=O)C1=C(C)N(c2ccc(F)c(Cl)c2)C(=O)C1
  -0.35	-0.2
47	O=C(CN(C(=O)CSc1nc2ccccc2o1)c1ccccc1)NC1CCCCC1
  -0.07	-0.8
48	NNC(=O)CNC(c1ccccc1)c1cc(Br)ccc1NC(=O)c1cccc(Cl)c1 (stereo not given)
  -0.46	-1.3
49	CC(C)(O)CC[C@@H](O)[C@](C)(O)C1CC[C@@]2(O)C3=CC(=O)[C@]4(O)C[C@@H](O)[C@@H](O)C[C@]4(C)C3CC[C@]12C (stereo not given in full)
  nt	0.4
50	Cc1cc(S(=O)(=O)N2CCCC2)c(C)s1
  0.4	-3.4

(more compounds)
Each structure is followed by: Kir21 block	STK33 inh
51	O=C1CCC([N+](=O)[O-])C(c2cccc([N+](=O)[O-])c2)N1 (stereo not given)
  1.8	-1.5
52	CCn1c(Cc2ccc(OC)cc2)nnc1SCC(=O)Nc1ccc(N2CCOCC2)cc1
  0.12	-2.6
53	Cc1cc(-c2ccc(C)c(S(=O)(=O)NCCCN3CCN(c4ccccc4F)CC3)c2)on1
  1.1	6.4
54	Cc1cc(C)cc(N(CCC#N)C(=O)CSc2n[nH]c(N)n2)c1
  -0.66	nt
55	COC(=O)C1CCN(C(=O)COC(=O)C2CCN(S(=O)(=O)c3ccc(C)c(C)c3)CC2)CC1
  -0.74	0.6
56	O=C(CCC1CCCCC1=O)c1ccccc1 (stereo not given)
  -2	-1.9
57	COC(=O)c1ccc(CSc2ccccc2C)o1
  -0.62	-0.7
58	CSCCC(NC(=O)c1ccco1)C(=O)O (stereo not given)
  2.1	-1.8
59	S=c1[nH]c2cc(Br)cnc2[nH]1
  -0.35	4.6
60	CCc1ccccc1NC(=O)C1C2C=CC(O2)C1C(=O)O (stereo not given)
  -0.04	-3.1

Entries listed so far containing two or more sulfur atoms:
Each structure is followed by: Kir21 block	STK33 inh
4	CN1CCN(S(=O)(=O)c2cccc3nsnc23)CC1
  -0.04	-0.3
10	O=C(N=C1SC2CS(=O)(=O)CC2N1Cc1ccccc1)C1CCCO1 (stereo not given)
  0.55	1.6
26	CS(=O)(=O)Nc1ccc(C2=NN(C(=O)c3cccc(F)c3)C(c3cccs3)C2)cc1 (stereo not given)
  -1.4	-0.5
43	CC(=O)NS(=O)(=O)c1ccc2sc(C)nc2c1
  0.13	-2.8
50	Cc1cc(S(=O)(=O)N2CCCC2)c(C)s1
  0.4	-3.4

More records follow.
Each structure is followed by: Kir21 block	STK33 inh
61	Cc1nc(N2CCC(C)CC2)c2c(C)c(C(=O)Nc3ccc(C(F)(F)F)cc3)sc2n1
  2	nt
62	C=CCn1c(O)c(C2=c3ccccc3=NC2=O)sc1=Nc1ccc(O)cc1
  0.72	4.3
63	N#CCNC(=O)c1cccn1-c1ncc(C(F)(F)F)cc1Cl
  2.5	0.6
64	COC(=O)c1ccc(NC(=O)c2ccc(NC(=O)c3ccco3)cc2)cc1
  -0.31	0.3
65	O=C(O)/C=C/C(=O)NCc1ccccn1
  -0.45	-1.0
66	COc1cc(CC(=O)Oc2ccc3c(c2)OCO3)cc(OC)c1OC
  2.6	3.0
67	CN(C)/C(CN1CCCCC1)=C1\N=C(c2ccccc2)OC1=O
  -1.5	1.8
68	CC(C)CN(C(=O)c1ccco1)c1nc2ccccc2s1
  0.51	-1.0
69	COc1cccc(C2/C(=C(/O)c3ccccc3)C(=O)C(=O)N2Cc2ccco2)c1 (stereo not given)
  -0.01	-2.7
70	O=C(Cc1cccc2ccccc12)Nc1ccccc1
  -1.1	-1.3
71	CCOc1ccccc1-c1noc(CCCC(=O)NC2CCCCC2)n1
  -1.1	-1.5
72	CCOCCCNC(=O)c1c(N)n(-c2ccc(S(N)(=O)=O)cc2)c2nc3ccccc3nc12
  0.02	-1.7
73	COc1cc(/C=C/C(=O)OCC(=O)NCC2CCCCC2)ccc1O
  nt	-0.9
74	CN(Cc1ccccc1)S(=O)(=O)c1ccc2c(c1)NC(=O)CC(=O)N2
  0.65	-1.3
75	C=CCNCC(=O)Nc1sc2c(c1C(=O)Nc1ccc(OC)cc1OC)CCC2
  1.8	0.3
76	N#CCc1c(C#N)c(N)nc(N2CCN(Cc3ccc4c(c3)OCO4)CC2)c1C#N
  -0.42	-0.3
77	COC(=O)Oc1ccc(/C=N/NC(=O)CN(c2ccccc2Cl)S(C)(=O)=O)cc1OC
  -0.97	-0.1
78	Cc1cc(C)c(OCCNC(=O)c2ccccc2Sc2ccccc2C#N)c(C)c1
  -0.09	-0.6
79	O=[N+]([O-])c1nn(-c2ccc3c(c2)OCCO3)n(O)c1=Nc1ccc(Cl)cc1
  1.7	1.2
80	Cn1c(=O)c(C(=O)NNC(=O)c2cccc(Cl)c2)c(O)c2ccccc21
  2.7	-1.0
81	COc1cc(C=O)ccc1OC(=O)c1cccnc1
  -0.54	-2.7
82	O=C(Nc1ccon1)c1sc2ccccc2c1Cl
  -0.75	0.3
83	COCc1cc(=O)[nH]c(/N=C(\N)Nc2ccc(C)cc2)n1
  0.06	-0.4
84	O=C(O)CNS(=O)(=O)c1ccc2c(c1)CCCC2
  -0.21	-0.9
85	OCCNCC1(O)C2CC3CC(C2)CC1C3 (stereo not given)
  0.17	0.5
86	O=C(OCC(=O)N1CCCCC1)c1ccccc1SCC(=O)N1CCCCC1
  0.08	0.9
87	Cc1c(C#N)c(N=CN(C)C)c(C(=O)c2ccc(Br)cc2)n1-c1ccccc1
  0.79	-5.7
88	Cn1c(C(=O)OCC(=O)NCCc2ccccc2)cc2sccc21
  1.6	-1.8
89	O=C(O)c1ccc(N/N=C/c2ccc(F)c(F)c2)cc1
  0.66	0.0
90	O=C(CN1CCN(c2cccc(Cl)c2)CC1)NC1CCCc2ccccc21 (stereo not given)
  -1.8	0.0
91	c1coc(CN2CN=C(Nc3nc4ccccc4s3)NC2)c1
  2.2	-0.2
92	Cc1ccc(CNC(=O)C(Cc2ccccc2)NS(=O)(=O)c2ccc(Br)s2)cc1 (stereo not given)
  -2.7	-1.1
93	CCOC(=O)c1cccc(NC(=O)Cn2cc3c(n2)CCC(C)C3)c1 (stereo not given)
  -1.3	-0.7
94	CC(=O)N1CCc2ccc(S(=O)(=O)N3CCN(C)CC3)cc21
  1.5	-1.0
95	C#CCNC(=O)C1=C[C@@H](c2coc3ccccc3c2=O)C[C@@H](OCc2ccc(CO)cc2)O1
  1.3	-0.2
96	N#Cc1nc(COc2ccccc2F)oc1NCCCn1ccnc1
  0.7	0.5
97	Cn1cc(CC(=O)NCCCN2CCOCC2)c2ccccc21
  -0.53	-1.1
98	COCCN(C(=O)COC(=O)c1cccc2ccccc12)c1c(N)n(Cc2ccccc2)c(=O)[nH]c1=O
  1.3	8.3
99	COc1cccc(CN2CCN(Cc3cc(OC)c(OC)cc3[N+](=O)[O-])CC2)c1
  -1.2	1.4
100	Cc1ccc(C)c(NC(=O)CSc2nnc(C)c(=O)n2N)c1
  -0.54	-2.1
101	COc1ccccc1-n1ccnc1SCC(=O)NC(C)(C)C
  -1.8	-1.6
102	Cc1cc(OCC(=O)OCC(=O)N(C)Cc2ccccc2C)ccc1Cl
  nt	-2.2
103	c1ccc(-c2cncnc2)cc1
  nt	-2.3
104	O=[N+]([O-])c1cccc(S(=O)(=O)NCCc2cn3ccccc3n2)c1
  -1.6	-1.7
105	C=CCN1C(=O)c2ccc(C(=O)N(C)CC(=O)Nc3ccc(Br)cc3C)cc2C1=O
  -0.01	nt
106	Cc1ccc(S(=O)(=O)Nc2nc3ccccc3nc2N2CCc3ccccc3C2)cc1
  0.45	-0.5
107	O=C(O)c1cc2ncc(-c3[nH]ncc3[N+](=O)[O-])cn2n1
  0.02	-0.9
108	CCOC(=O)C1(CC2CCCCO2)CCN(S(=O)(=O)c2ccsc2)CC1 (stereo not given)
  1.4	-2.9
109	COC(=O)c1cccc(NC(=O)NC2CCCN2S(=O)(=O)c2ccc(Cl)cc2)c1 (stereo not given)
  0.02	nt
110	COc1ccc2c(c1)OC[C@H]1[C@H]2N2C(=O)CN(CCc3c[nH]c4ccccc34)C(=O)[C@@]2(C)[C@H]1c1ccccc1
  nt	-0.5

(further entries)
Each structure is followed by: Kir21 block	STK33 inh
111	Cc1cc(C)cc(NC(=O)COC(=O)COc2ccc(N(C)S(=O)(=O)c3cccs3)cc2)c1
  nt	-0.6
112	CC(C)[C@H]1C=C(C(=O)O)O[C@@H](OCCCCO)C1
  0.16	-1.3
113	c1ccc(CCNCC2COc3ccccc3O2)cc1 (stereo not given)
  -0.11	-1.8
114	O=C(Nc1nc2ccccc2s1)C1CC(=O)N(c2ccccc2)C1 (stereo not given)
  -0.73	2.6
